p47phox inh: p47phox/p22phox peptide binding inhibitors, primary screen, biochemical, uHTS, NADPH oxidase regulatory subunit; Neutrophil cytosol factor 1 (Homo sapiens), P14598; fluorescence polarization, 2 h; AID 1274, 2008; inhibition, % at 24.7 µM; actives 0.53% (n = 220,000);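 active means inhibition above about 30%, limit read from the data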;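 further: 0% = p47phox with labelled peptide and 100% = labelled peptide alone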
Target sequence (P14598 whole entry, looked up): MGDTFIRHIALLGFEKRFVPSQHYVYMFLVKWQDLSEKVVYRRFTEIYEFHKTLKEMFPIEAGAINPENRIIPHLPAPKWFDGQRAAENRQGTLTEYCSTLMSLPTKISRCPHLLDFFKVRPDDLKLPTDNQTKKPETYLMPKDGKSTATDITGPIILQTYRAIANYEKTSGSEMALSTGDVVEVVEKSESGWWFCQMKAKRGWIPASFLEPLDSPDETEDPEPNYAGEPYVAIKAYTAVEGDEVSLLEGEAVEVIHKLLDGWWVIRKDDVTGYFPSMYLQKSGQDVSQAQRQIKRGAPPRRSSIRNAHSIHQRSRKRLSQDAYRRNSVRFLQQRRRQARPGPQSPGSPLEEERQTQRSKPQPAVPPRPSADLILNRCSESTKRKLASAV
CHOP inhibitor: inhibitors of CHOP promoter induction, primary screen, cell-based, unfolded protein response, luciferase reporter; actives 3.8% (n = 220,000); AID 2732, 2010; CHO-K1 CHOP-promoter luciferase, tunicamycin-induced, 15-18 h; inhibition, % at 10 µM;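 active means compounds that reduced the stress-induced luciferase reporter signal by more than about 70% of percent inhibition, limit read from the data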;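 further: 0% = tunicamycin plus vehicle and 100% = wells without tunicamycin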
The depositor's hits bear a star; nt = not tested or not shown; ! = a repeat was not active. This is a subset; the hit share may differ from the screen's.

(1) CC(N)c1cccc(Cl)c1Cl (stereo not given)
(2) CCCN1CCC[C@@H](c2cccc(O)c2)C1
(3) Oc1ccc2c3c1O[C@H]1c4oc5ccccc5c4C[C@@]4(O)C(C2)N(CC2CC2)CCC314 (stereo not given in full)
(4) C#CCOC(=O)C1=CCCN(C)C1
(5) O=c1[nH]oc2c1CCNC2
(6) Cc1o[nH]c(=O)c1CC(N)C(=O)O (stereo not given)
(7) COc1ccc(CCN)cc1O
(8) Cc1nc(-c2ccc(-c3ccc(C(=O)N4CCc5cc6c(cc54)C4(CCN(C)CC4)CO6)cc3)c(C)c2)no1
(9) C[C@]12CCC3C(CC[C@H]4C[C@H](O)CC[C@]34C)C1CC[C@@H]2C(=O)CO (stereo not given in full)
(10) CCCN(CCC)C1Cc2cc(OC)c(OC)cc2C1
Screen / compound no.	1	2	3	4	5	6	7	8	9	10
p47phox inh	nt	nt	nt	nt	nt	nt	nt	nt	nt	nt
CHOP inhibitor	-4	-2	-23	-14	-10	-2	21	17	8	-20

(11) CC(O)C(C)OC(=O)[C@@H]1C[C@@H]2c3cccc4c3c(cn4C(C)C)C[C@H]2N(C)C1 (stereo not given in full)
(12) CCc1c(C(=O)OC)ncc2[nH]c3cc(OC)c(OC)cc3c12
(13) COC[C@H]1OC(=O)c2coc3c2[C@@]1(C)C1=C(C3=O)C2CCC(=O)[C@@]2(C)C[C@H]1OC(C)=O (stereo not given in full)
(14) S=C(NC1CCCCC1)N1CCC(c2cnc[nH]2)CC1
(15) Ic1ccccc1CNC1C2CCN(CC2)C1C(c1ccccc1)c1ccccc1 (stereo not given)
(16) N[C@@H](Cn1cc(I)c(=O)[nH]c1=O)C(=O)O
(17) C=CCN1CC[C@]23c4c5ccc(O)c4O[C@@H]2/C(=N/N=C2\CC[C@@]4(O)C6Cc7ccc(O)c8c7[C@@]4(CCN6CC=C)[C@@H]2O8)CC[C@@]3(O)C1C5
(18) NC1CCc2cc(O)c(O)cc2C1 (stereo not given)
(19) NC(=O)c1ccc(OCC(O)CN2CC=C(c3ccc(F)cc3)CC2)cc1 (stereo not given)
(20) c1ccc2sc(C3(N4CCCCC4)CCCCC3)cc2c1
Screen / compound no.	11	12	13	14	15	16	17	18	19	20
p47phox inh	nt	nt	nt	nt	nt	nt	nt	nt	nt	nt
CHOP inhibitor	0	4	-11	13	15	-7	8	5	-7	-2

Reformatted with tabs: part of the list above
No.	Molecule	p47phox inh	CHOP inhibitor
9	C[C@]12CCC3C(CC[C@H]4C[C@H](O)CC[C@]34C)C1CC[C@@H]2C(=O)CO (stereo not given in full)	nt	8
10	CCCN(CCC)C1Cc2cc(OC)c(OC)cc2C1	nt	-20
11	CC(O)C(C)OC(=O)[C@@H]1C[C@@H]2c3cccc4c3c(cn4C(C)C)C[C@H]2N(C)C1 (stereo not given in full)	nt	0
12	CCc1c(C(=O)OC)ncc2[nH]c3cc(OC)c(OC)cc3c12	nt	4
13	COC[C@H]1OC(=O)c2coc3c2[C@@]1(C)C1=C(C3=O)C2CCC(=O)[C@@]2(C)C[C@H]1OC(C)=O (stereo not given in full)	nt	-11
14	S=C(NC1CCCCC1)N1CCC(c2cnc[nH]2)CC1	nt	13
15	Ic1ccccc1CNC1C2CCN(CC2)C1C(c1ccccc1)c1ccccc1 (stereo not given)	nt	15
16	N[C@@H](Cn1cc(I)c(=O)[nH]c1=O)C(=O)O	nt	-7
17	C=CCN1CC[C@]23c4c5ccc(O)c4O[C@@H]2/C(=N/N=C2\CC[C@@]4(O)C6Cc7ccc(O)c8c7[C@@]4(CCN6CC=C)[C@@H]2O8)CC[C@@]3(O)C1C5	nt	8
18	NC1CCc2cc(O)c(O)cc2C1 (stereo not given)	nt	5
19	NC(=O)c1ccc(OCC(O)CN2CC=C(c3ccc(F)cc3)CC2)cc1 (stereo not given)	nt	-7

Next section:
(21) CCCN(CCC)C1CCc2cccc(O)c2C1 (stereo not given)
(22) Clc1cccc(N2CCNCC2)c1
(23) O=P(O)(O)C(Cl)(Cl)P(=O)(O)O
(24) NNC(=O)c1ccc(O)cc1
(25) CCN(CC)c1ncnc2c1ncn2[C@@H]1O[C@H](COP(=O)(O)OP(=O)(O)C(Br)(Br)P(=O)(O)O)[C@@H](O)[C@H]1O
(26) CC(=O)c1c(O)c(C)c(O)c(Cc2c(O)c3c(c(C(=O)/C=C/c4ccccc4)c2O)OC(C)(C)C=C3)c1O
(27) NC(=NCCC[C@H](N)C(=O)O)N[N+](=O)[O-]
(28) C=CCN1CCC2(C)c3cc(O)ccc3CC1C2C (stereo not given)
(29) C[N+](C)(C)CCOC(=O)CBr
(30) COC(=O)c1cc2c(cn1)[nH]c1ccccc12
Screen / compound no.	21	22	23	24	25	26	27	28	29	30
p47phox inh	nt	nt	nt	nt	nt	nt	nt	nt	nt	nt
CHOP inhibitor	0	-12	2	-11	-20	-10	0	8	-21	-12

(31) CCCn1c(C)c(C(=O)c2ccc3ccccc3c2)c2ccccc21
(32) CC(C)c1cccc(C(C)C)c1O
(33) COc1ccc2c(c1)/C(=C/c1cnc[nH]1)C(=O)N2
(34) C/C=C(\C)C(=O)OC1C(C)=C2C(C1OC(=O)CCCCC)C(C)(OC(C)=O)CC(OC(=O)CCC)C1(O)C2OC(=O)C1(C)O (stereo not given)
(35) CCCCCCNC(=O)N[C@@H](Cc1ccc(O)cc1)C(=O)NCCC[C@H]1CN2C(=NC[C@H]2C)N1CC1CCC1
(36) CCCCCCNC(=O)N[C@H](Cc1ccc(O)cc1)C(=O)NCCC[C@H]1CN2C(=NC[C@H]2CCC)N1CC1CCC1
(37) CNc1ccc2oc(C[C@H]3O[C@@]4(CC[C@H]3C)O[C@H]([C@H](C)C(=O)c3ccc[nH]3)[C@H](C)C[C@H]4C)nc2c1C(=O)O
(38) COc1ccccc1CN1CCN(C(=O)Cc2ccccc2)CC1
(39) C=C1C(=O)O[C@@H]2C[C@@H](C)[C@@H]3C=CC(=O)[C@@]3(C)[C@@H](OC(=O)CC(=O)O[C@H]3[C@@H]4C(=C)C(=O)O[C@@H]4C[C@@H](C)[C@@H]4C=CC(=O)[C@]43C)[C@H]12
(40) C=C(COC(=O)CCC(=O)O)CC1CC(O)[C@]2(C)OC3CC4OC5C[C@]6(C)O[C@]7(C)CCC8OC9C[C@]%10(C)OC%11C(C)=CC(=O)OC%11CC%10OC9C[C@@H](C)C8OC7CC6O[C@]5(C)C/C=C\C4OC3CC2O1 (stereo not given in full)
Screen / compound no.	31	32	33	34	35	36	37	38	39	40
p47phox inh	nt	nt	nt	-5	2	60*	6	3	1	-12
CHOP inhibitor	-18	5	-3	105*	-25	-16	106*!	-3	108*	-1

(41) c1cc2c(cc1[C@H]1OC[C@H]3[C@@H]1CO[C@@H]3c1ccc3c(c1)OCO3)OCO2
(42) CNCCc1ccc(OC)c(OC)c1
(43) C/C=C1/CN2C3CC1C(CO)(C(=O)OC)C2Cc1c3n(C)c2ccccc12 (stereo not given)
(44) COC(=O)[C@]12OC[C@]34C([C@@H](O)[C@@H]1O)[C@]1(C)CC(=O)C(O)=C(C)[C@@H]1C[C@H]3OC(=O)[C@H](O)[C@@H]24 (stereo not given in full)
(45) COC(=O)C1=COC(C)C2CN3CCC4(C(=O)Nc5ccccc54)C3CC12 (stereo not given)
Screen / compound no.	41	42	43	44	45
p47phox inh	1	2	-12	0	-1
CHOP inhibitor	27	-17	-3	104*	35

Screens (PubChem BioAssay)
